TbMetRS inhib: blocks T. brucei methionyl-tRNA synthetase activity | actives 0.4% (n = 360,000) | purified T. brucei MetRS, ATP depletion, Kinase-Glo luminescence | inhibition, % at 11.9 µM;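 active = inhibition above a per-plate cutoff of the control wells' mean inhibition plus 3 SD, cut at about 5.5% in these data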;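 note: 0% = DMSO wells median and 100% = median of wells with control inhibitor compound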
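technique = Kinase-Glo luminescence, ATP depletion format | system = purified MetRS (methionyl-tRNA synthetase) enzyme from Trypanosoma brucei | timing = 15 min preincubation, 2 h reaction, all 25 °C | evaluation = percent inhibition versus plate control medians | dosing = single dose, 11.9 µM final nominal, 0.9% final DMSO | also added = substrates ATP, L-methionine and bulk Escherichia coli tRNA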
bovine MsrA act: activators of bovine methionine sulfoxide reductase A; activation, % at 10.6 µM; actives 0.3% (n = 360,000); purified bovine MsrA, absorbance read-out; in the data active = activation above about 7.5%;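 note: 0% = vehicle and 100% = reference activator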
STEP inh: STEP (human) phosphatase inhibition; actives 0.25% (n = 360,000); recombinant STEP, OMFP fluorogenic substrate, fluorescence; inhibition, % at 20 µM; AID 588621;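 active = inhibition at 20 µM, scaled per plate between control wells, above about 37%, limit read from the data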;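 note: 0% = DMSO with enzyme and substrate and 100% = substrate only without enzyme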
Target sequence (P54829 whole entry, looked up): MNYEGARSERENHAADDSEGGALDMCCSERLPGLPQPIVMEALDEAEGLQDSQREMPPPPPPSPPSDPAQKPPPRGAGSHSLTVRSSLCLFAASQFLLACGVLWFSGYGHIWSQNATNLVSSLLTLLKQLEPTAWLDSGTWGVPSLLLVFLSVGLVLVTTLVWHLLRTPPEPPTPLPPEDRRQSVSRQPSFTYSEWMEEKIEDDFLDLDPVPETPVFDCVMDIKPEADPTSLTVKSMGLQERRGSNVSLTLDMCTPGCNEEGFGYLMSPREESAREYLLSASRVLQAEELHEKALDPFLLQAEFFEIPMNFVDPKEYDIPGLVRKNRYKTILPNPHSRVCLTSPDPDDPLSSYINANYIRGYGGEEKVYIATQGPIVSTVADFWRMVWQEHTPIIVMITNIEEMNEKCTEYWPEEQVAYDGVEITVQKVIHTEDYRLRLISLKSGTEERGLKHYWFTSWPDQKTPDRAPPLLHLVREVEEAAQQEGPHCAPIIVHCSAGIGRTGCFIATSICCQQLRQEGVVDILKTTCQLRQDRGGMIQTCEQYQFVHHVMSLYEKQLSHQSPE
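Assay system: isolated STEP enzyme / Timing: 20 min at room temperature, dark / Doses: 20 µM, 1% DMSO / Technique: fluorescence intensity, excitation 480 nm, emission 540 nm / Reagent: fluorogenic phosphatase substrate OMFP at 25 µM final / Measure: percent inhibition scaled to no-enzyme and uninhibited-enzyme controls, plate-pattern corrected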
E coli Lon inh: E. coli protease La inhibition | purified E. coli Lon protease, fluorescence polarization | actives 0.42% (n = 360,000) | P0A9M0 | inhibition, % at 7.94 µM; in the data active = inhibition above about 13%, passing the limit was not always enough;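 note: 0% = enzyme with probe and DMSO and 100% = no enzyme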
DNMT1 inh: DNMT1 (human) enzyme inhibition; DNMT1 molecular beacon, Hinp1I cleavage, fluorescence; inhibition (reported as % activation of signal), % at 10 µM; actives 0.83% (n = 360,000); in the data active = inhibition above about 50%
SUMO1-SIM PPI: modulators of human SUMO1-mediated protein-protein interactions; SUMO1 binding to a labelled peptide, TR-FRET, 1 h; AID 602429; P63165; inhibition, % at 20 µM; actives 0.33% (n = 360,000); in the data active = inhibition above about 37%
Target sequence (P63165 whole entry, looked up): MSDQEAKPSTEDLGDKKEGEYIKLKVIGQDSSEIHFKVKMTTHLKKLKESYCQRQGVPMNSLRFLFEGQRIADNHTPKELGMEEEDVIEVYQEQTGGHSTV
Scp-1 inhibitor: inhibitors of human Scp-1 phosphatase; Q9GZU7; Recombinant Scp1, phosphopeptide, malachite green phosphate absorbance; inhibition, % at 20 µM; actives 0.88% (n = 340,000); AID 493091;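 active = inhibition above about 50% at 20 µM, limit read from the data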;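 note: plate controls were DMSO wells with enzyme for no effect and wells lacking enzyme for full effect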
Target sequence (Q9GZU7 76-261 limits assumed): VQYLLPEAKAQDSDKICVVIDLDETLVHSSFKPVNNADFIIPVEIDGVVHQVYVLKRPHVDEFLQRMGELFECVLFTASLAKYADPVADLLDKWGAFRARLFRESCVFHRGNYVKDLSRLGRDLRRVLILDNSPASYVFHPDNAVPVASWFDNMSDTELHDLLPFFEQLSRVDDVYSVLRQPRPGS
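Assay system: SCP-1 catalytic fragment, aa 76-261 | Buffer or medium: Tris acetate buffer pH 5.5 with MgCl2 and Tween-20 | Compound: One concentration, 20 µM, with 1.0% DMSO | Also added: Phospho 17-mer peptide substrate | Signal: Absorbance at 630 nm | Incubation: 45 min enzyme reaction at room temperature | Measure: % inhibition of SCP-1 phosphate liberation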
NRP1-CendR mod: NRP-1/CendR interaction modulation. O14786. actives 0.85% (n = 360,000). AID 602438. inhibition, % at 25 µM. FAM-RPARPAR peptide binding to NRP-1, fluorescence polarization;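 active = inhibition or corrected inhibition above about 18%, plus a signal ratio from 0.5 to 1.5, limit read from the data, passing the limit was not always enough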; note: strong numbers were not always called active
LMPTP inh: blocks human LMPTP phosphatase | P24666 | recombinant LMPTP-A, OMFP fluorogenic substrate, fluorescence intensity | inhibition, % at 20 µM | actives 0.22% (n = 360,000) | AID 651560;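 active = compounds that cut the enzyme signal by at least half of the control window in the single-dose screen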;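 note: plate controls were DMSO wells with enzyme plus substrate for no effect and substrate without enzyme for full effect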
Target sequence (P24666 whole entry, looked up): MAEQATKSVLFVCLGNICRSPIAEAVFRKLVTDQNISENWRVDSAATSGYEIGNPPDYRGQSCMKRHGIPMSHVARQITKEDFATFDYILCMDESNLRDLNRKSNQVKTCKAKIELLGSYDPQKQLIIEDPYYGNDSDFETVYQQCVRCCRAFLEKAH
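Test system: LMPTP-A, protein tyrosine phosphatase of low molecular weight; Input: 0.625 nM enzyme; Incubation: 50 min dark incubation at room temperature; Signal: endpoint fluorescence intensity from OMFP dephosphorylation; Read-out basis: % inhibition versus control wells.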
MsrA inh: inhibitors of bovine MsrA. purified bovine MsrA, absorbance read-out. inhibition, % at 15.5 µM. actives 0.75% (n = 360,000); in the data active = inhibition above about 4.5%;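 note: 0% = vehicle wells with enzyme and 100% = reference inhibitor wells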
* hit, by the source's call; . = not tested or not shown.

SMILES	TbMetRS inhib	bovine MsrA act	STEP inh	E coli Lon inh	DNMT1 inh	SUMO1-SIM PPI	Scp-1 inhibitor	NRP1-CendR mod	LMPTP inh	MsrA inh
CN(C)c1nc(Oc2ccc(=O)n(-c3ccccc3)n2)nc(N2CCOCC2)n1	-0.9	0.3	16.4	-4.2	-4.4	-8.2	-3.7	3.3	-0.2	0.4
CC1CCN(CCCNC(=O)c2ccc3c(=O)n(Cc4ccc(Cl)cc4)c(=S)[nH]c3c2)CC1	1.7	8.2*	8.4	1.6	-1.1	-58.5	-8.9	-8.7	0.0	1.8
CCCOC(=O)CC1C(=O)NCCN1Cc1ccccc1C (stereo not drawn)	-0.6	0.6	1.3	10.5	-1.8	-4.1	-6.6	-6.8	0.0	-0.5
CC1(c2nnc(Cc3ccccc3)o2)CC(c2ccc(F)cc2)=NO1 (stereo not drawn)	-0.3	-8.4	-2.4	4.7	7.1	-1.0	-8.6	14.2	-3.1	0.5
COc1ccc(/C=C2\SC(N3CCc4ccccc4C3)=NC2=O)cc1OC	0.2	0.6	4.2	-1.8	-1.6	-12.7	16.2	3.8	2.0	2.0
Cc1noc(C)c1COc1ccc(C(=O)N(C)CCOc2ccccc2)cc1	0.3	0.3	-2.1	-12.7	-2.0	5.0	-15.0	11.1	-1.0	-0.1
O=C(c1ccccc1)C(CCC(CN1CCOCC1)C(=O)c1ccccc1)CN1CCOCC1 (stereo not drawn)	-1.1	-6.4	0.9	10.2	-1.6	-0.4	-4.5	2.0	0.1	-0.1
CC(C)(C)n1nnnc1C(c1ccc2ncccc2c1)N1CCC(O)CC1 (stereo not drawn)	0.1	-1.5	1.3	-1.8	0.9	-0.4	6.3	-9.4	-0.8	0.1
CC/C(=C\C(=O)c1ccncc1)Nc1ccc(O)cc1	-0.1	0.0	-0.4	26.0*	-5.9	-10.0	-1.8	-1.4	-2.7	1.6
CC(=O)N(C)c1ccc(NC(=O)Cc2cccs2)cc1	-0.8	0.5	2.7	-10.3	6.1	1.2	2.4	5.4	0.9	-0.5
Cc1ccc(O)c(N=Cc2ccc(C)s2)c1	-0.3	-1.0	-0.7	-13.8	-7.2	-6.5	-7.8	15.5	-0.9	-0.4
COc1ccc(NC(=O)C2=CC(c3ccc(OC)c(OC)c3)=NS(=O)(=O)N2C)cc1	0.3	-3.9	-1.0	-5.0	-13.0	-33.6	-17.3	6.7	2.2	1.9
O=C(NCCN1CCOCC1)c1ccc(Cl)c(S(=O)(=O)N2CCCCCC2)c1	-0.4	2.3	4.7	1.0	-0.7	-1.1	-2.2	-7.0	-2.5	0.2
c1ccc(-c2cnn3c(-c4ccccc4)c(-c4ccccc4)nc3n2)cc1	-0.7	-6.7	-190.3	-176.8	177.5*	-49.8	6.1	130.9	-6.0	0.8
COc1ccc(/C=C/CN2CCCC(CCC(=O)NCc3ccc(F)c(F)c3)C2)cc1 (stereo not drawn)	0.4	-2.4	0.0	0.4	-7.2	-3.0	-2.2	-7.2	1.1	1.5
COC(=O)Nc1ccc(S(=O)(=O)N2CCCC(C(=O)Nc3cccnc3)C2)cc1 (stereo not drawn)	0.4	-6.8	-0.4	-6.5	-5.4	-2.1	-4.0	0.2	-1.2	-0.2
CC1(C(=O)NS(=O)(=O)c2cccc(C#N)c2)CCN1C(=O)c1ccccc1 (stereo not drawn)	0.2	-5.6	0.4	11.7	-4.0	0.6	.	-2.0	-2.2	0.5
O=C(C1CC(=O)N(c2ccc(F)cc2)C1)N1CCC(c2nc3ccccc3[nH]2)CC1 (stereo not drawn)	0.5	0.2	1.9	-10.2	2.8	4.6	-1.9	-1.3	2.6	0.7
O=c1ccc(-c2ccccc2)no1	-0.3	-2.3	0.2	2.7	-1.3	-20.2	-14.9	7.9	-1.0	0.1
Nc1cc(C(F)(F)F)cc2c1SCC(=O)N2	-0.1	-1.1	2.2	-0.8	1.8	0.6	-4.8	-12.6	0.3	0.0
COc1ccccc1Cc1c(-c2cccc(Cl)c2)nc2ccc(C)cn12	-0.9	-6.5	-1.1	-5.3	-10.3	-0.8	.	-8.8	7.2	0.1
COC(=O)C1SCCN1S(=O)(=O)c1ccc(Cl)cc1 (stereo not drawn)	0.1	-2.7	3.3	-5.9	-3.7	3.3	-3.8	-0.3	-2.2	-0.8
CCn1c(CSc2nnc3ccccn23)nc2cc(C(=O)O)ccc21	-1.5	-10.5	-0.2	51.8*	0.7	-2.4	-2.0	17.2	-0.6	-1.1
Cc1c(Br)c([N+](=O)[O-])nn1C(C)C(=O)NCc1cccs1 (stereo not drawn)	-0.7	-4.0	-3.2	2.5	3.4	-7.9	6.7	3.4	0.2	0.7
COc1cc(C)c(S(=O)(=O)n2c([N+](=O)[O-])cnc2C)cc1C	-1.0	-3.0	4.2	-1.4	2.1	3.7	-10.2	5.4	-1.9	2.1

Pulled by structure from the entries so far:
SMILES	TbMetRS inhib	bovine MsrA act	STEP inh	E coli Lon inh	DNMT1 inh	SUMO1-SIM PPI	Scp-1 inhibitor	NRP1-CendR mod	LMPTP inh	MsrA inh
Cc1noc(C)c1COc1ccc(C(=O)N(C)CCOc2ccccc2)cc1	0.3	0.3	-2.1	-12.7	-2.0	5.0	-15.0	11.1	-1.0	-0.1
O=C(c1ccccc1)C(CCC(CN1CCOCC1)C(=O)c1ccccc1)CN1CCOCC1 (stereo not drawn)	-1.1	-6.4	0.9	10.2	-1.6	-0.4	-4.5	2.0	0.1	-0.1
COc1cc(C)c(S(=O)(=O)n2c([N+](=O)[O-])cnc2C)cc1C	-1.0	-3.0	4.2	-1.4	2.1	3.7	-10.2	5.4	-1.9	2.1
CC1(C(=O)NS(=O)(=O)c2cccc(C#N)c2)CCN1C(=O)c1ccccc1 (stereo not drawn)	0.2	-5.6	0.4	11.7	-4.0	0.6	.	-2.0	-2.2	0.5

(continued)
SMILES	TbMetRS inhib	bovine MsrA act	STEP inh	E coli Lon inh	DNMT1 inh	SUMO1-SIM PPI	Scp-1 inhibitor	NRP1-CendR mod	LMPTP inh	MsrA inh
COc1cccc(CNC(=O)COc2cc(O)c3c(c2)OC(C)(C)CC3=O)c1	0.8	-2.4	2.7	-8.5	-1.4	1.1	4.1	-6.0	-0.7	1.2
CCOCCn1c(CN2CCN(CCO)CC2)nc2c1c(=O)n(C)c(=O)n2C	-0.2	-1.5	2.0	-5.7	-0.5	6.4	-1.2	4.9	-1.1	0.5
O=C(Cc1cn(-c2ccccc2)nc1-c1ccccc1)N1CCCCC1	1.1	-2.1	1.3	-0.9	-1.3	-2.2	-3.8	20.1	0.4	-0.5
C[N+]1(CN2C(=O)C3C4C=CC(C4)C3C2=O)CCCCC1 (stereo not drawn)	-0.1	-4.3	-1.5	-12.9	2.6	-3.5	102.7*	13.6	-2.8	1.2
CCc1nnc(NC(=O)CSc2nnc(-c3cccnc3)n2CCc2ccccc2)s1	-1.0	-4.1	17.3	-3.8	2.2	1.9	-2.9	4.2	-0.2	-0.3
COc1ccc(CNC(=S)Nc2cccc(OC)c2)cc1	-0.6	-1.8	3.8	-12.8	0.4	-5.0	-5.2	6.1	-0.5	-0.1
CCOC12CC(C)(C)CC(C)(CC3=C1C(=O)CC(C)(C)C3)C2 (stereo not drawn)	0.1	-1.0	-0.7	-3.8	41.4	-0.2	-0.9	-24.3	0.8	0.1
O=C(O)c1cccc(-c2nnn(Cc3ccccc3)n2)c1	0.1	-0.6	-0.2	-3.5	2.1	-3.0	-7.7	3.1	-0.2	-0.5
O=C1C(=O)N(c2ccccn2)C(c2ccc(Br)cc2)/C1=C(/O)c1ccc(Br)cc1 (stereo not drawn)	0.0	-2.0	30.0	-9.9	1.2	-14.0	-1.2	-13.7	5.2	1.1
COCc1ccc(CN2CCC(C(=O)Nc3cccc(-c4cccc(Cl)c4)c3)CC2)o1	-0.6	-6.0	5.6	1.4	-10.4	-5.6	2.4	-14.9	5.0	1.0
COc1ccc(CC(=O)NCc2ccc3c(c2)cc(C)n3C)cc1OC	-0.6	-5.1	1.1	-2.1	-16.5	-18.7	-3.3	7.5	2.5	-0.1
O=C(CCCn1ncn2c(cc3occc32)c1=O)NCc1ccccc1F	0.1	0.6	0.1	-7.0	-2.1	-3.3	-5.3	10.4	1.2	-0.1
Cn1c(=O)[nH]c(=O)c2c1nc(NC1CCCCC1)n2Cc1ccccc1	-0.8	-4.0	1.0	-1.6	-0.4	-1.4	-7.3	0.1	-1.5	-0.3
C[C@H](CO)N1C[C@H](C)[C@@H](CN(C)C(=O)Nc2ccccc2)Oc2c(NC(=O)C3CCCCC3)cccc2C1=O	-0.1	-1.5	-0.4	-13.8	1.3	2.0	-4.9	9.6	-0.6	-0.7
COc1cccc(C(=O)NNC(=S)NC2CCCCC2)c1	-0.5	-1.4	-3.6	15.4	5.0	-0.6	-11.8	-3.2	-0.9	0.3
COc1ccc(CCSc2nnc(C3CCCCC3)n2N)cc1	-0.4	-3.9	-2.4	2.2	-1.0	-1.2	0.8	15.0	-0.2	-0.9
O=C(CSCc1cnn(-c2ccccc2)c1-n1cccc1)NCc1cccnc1	-1.2	-13.2	-0.9	1.5	4.9	1.3	-1.7	-8.0	-1.1	0.0
Cc1cccc(Nc2nnc(SCC(=O)NCC3CCCO3)s2)c1 (stereo not drawn)	-0.3	-1.3	1.0	14.5	4.4	4.3	0.0	-4.9	0.0	0.6
Cc1cc(-c2ccccc2C(=O)Nc2ccccc2O)on1	-0.2	-1.5	0.9	12.2	-2.5	0.2	-6.2	-6.7	-0.9	-0.7
Cc1ccc(NC(=O)C2CCN(C(=O)NC3CCCCC3)CC2)c(C)c1	-0.1	-4.7	-1.0	-8.8	6.3	0.3	-0.7	-3.8	-2.4	1.1
CC(=O)Nc1ccc(S(=O)(=O)Nc2cc(C)cn(Cc3ccc(C)cc3)c2=O)cc1	0.0	-8.1	-2.4	-4.6	-4.5	-5.9	-3.1	-21.6	0.6	2.1
O=C(c1c(F)cccc1F)N1CCCC(c2nc(-c3ccc(Cl)cc3)no2)C1 (stereo not drawn)	1.5	2.0	0.2	-7.0	-1.3	4.4	-7.3	10.3	0.2	-0.4
OC(CCN1CCCCC1)c1ccc(-c2ccccc2)cc1 (stereo not drawn)	0.1	-3.6	-2.5	-2.9	2.7	1.6	-10.0	0.9	0.4	0.6
O=C(NCc1cccc(C(F)(F)F)c1)c1ccc2sc(COCCO)nc2c1	-0.1	-2.5	-1.2	4.2	-6.4	1.4	.	-2.6	-0.5	-0.7
CCn1c(CNc2ccc(F)cc2)nnc1SCC(=O)N1CCCc2ccccc21	-0.1	-8.9	0.3	5.8	-1.8	3.0	5.2	-15.3	-1.4	0.5
CCOc1cc(N2CCOCC2)c(OCC)cc1NC(=O)c1cc(C)cc(C)c1	0.3	-3.9	3.4	-14.3	0.3	0.5	-5.2	8.4	1.2	2.5
